# E-sel inducer = E-selectin induction in HUVECs, primary screen, imaging, HUVEC, immunofluorescence imaging, single point; P16581; normalized: neutral wells 0, TNF-alpha wells 100; activation, % at 7.58 µM; actives 0.37% (n = 260,000);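 active means mean E-selectin-positive cell signal at least 10% of the positive control, reached in at least 60% of replicates, without over 20% cell loss; inconclusive means no rule given, readout overlaps actives, possibly toxicity-flagged; inactive means the rest, including those meeting only one limit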;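 further: in these data hits start at about 27%; measured in HUVEC primary endothelial cells; signal is the percent of cells scored E-selectin positive by PE staining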
#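 Test system: HUVEC; input: 3,000 HUVEC/well; measured by: immunofluorescence imaging; read-out: % PE-positive cells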
# Casp6 inh = human caspase-6 inhibitors, primary screen, biochemical, VEID-R110 fluorescence, single point, set 2. P55212. purified caspase-6, Z-VEID-R110 cleavage fluorescence. inhibition, % at 12.5 µM. actives 0.53% (n = 350,000);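 active means mean inhibition across replicates at least about 35%, with every replicate also reaching that limit, limit read from the data; inconclusive means only one of the two criteria met; inactive means neither criterion met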;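 further: 0% = median of neutral control wells and 100% = no fluorescence left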
# Target sequence (P55212 24-179 limits assumed): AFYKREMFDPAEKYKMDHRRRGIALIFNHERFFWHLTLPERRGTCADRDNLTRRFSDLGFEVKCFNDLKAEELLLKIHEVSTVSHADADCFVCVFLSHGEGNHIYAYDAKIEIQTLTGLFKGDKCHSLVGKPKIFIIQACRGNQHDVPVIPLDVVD
# Target sequence (P55212 194-293 limits assumed): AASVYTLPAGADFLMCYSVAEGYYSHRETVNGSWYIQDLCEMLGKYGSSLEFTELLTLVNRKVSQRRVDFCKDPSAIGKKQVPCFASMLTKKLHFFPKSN
# F508del corr = F508del CFTR correction, initial screen, CFBE line, single point; CFBE cells, YFP halide quenching; stimulated with forskolin plus potentiator P3; % fluorescence drop versus neutral controls; activity (quench increase), % at 7.58 µM; actives 0.36% (n = 350,000);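 active means mean added fluorescence quench of at least 8% versus neutral control, with both replicates also reaching 8%; inconclusive means only one of the mean or replicate conditions met; inactive means mean below 8% and not both replicates reaching 8%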;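 further: cells transiently co-express mutant CFTR-F508del with the halide-sensitive YFP; corrector assay measuring rescue of mutant channel to the surface after 24 h compound exposure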
# RAD52 inh = RAD52 DNA annealing inhibitors, primary screen, biochemical, FRET, single point, set 2; inhibition, % at 18.7 µM; AID 651710, 2012; actives 0.46% (n = 360,000); DNA repair protein RAD52 homolog (Homo sapiens), P43351; recombinant RAD52 DNA annealing, FRET fluorescence;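 active means every replicate showing at least 50% inhibition; inconclusive means mean inhibition at least 50% but not in every replicate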
# DENV2 CPE = inhibitors of DENV2 cytopathic effect, primary screen, cell-based, plate reader, single concentration; DENV2-infected cells, cytopathic effect rescue; CPE inhibition, % at 9.99 µM; actives 1.7% (n = 350,000); in the data active means CPE inhibition above about 20%, passing the limit was not always enough; inconclusive means no clear call, values can overlap the other calls; tested in BHK-21 cells;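 further: 0% = median of neutral control wells and 100% = median of positive control wells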
# RAD54 inh = inhibitors of human RAD54 branch migration, primary screen, biochemical, fluorescence, single point; RAD54 Holliday junction branch migration, FAM/BHQ fluorescence; inhibition, % at 10.4 µM; actives 0.14% (n = 360,000); DNA repair and recombination protein RAD54-like (Homo sapiens), Q92698;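 active means mean normalized replicate activity at least 40 and at least half of replicates scoring 40 or more; inconclusive means only one of the two criteria met; inactive means mean below 40 and under half of replicates reaching 40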;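 further: 0% = median of neutral control wells and 100% = median of positive control wells; inhibitors cause a drop in the FAM fluorescence signal; in these data hits start at about 50%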
# Target sequence (Q92698 whole entry, looked up): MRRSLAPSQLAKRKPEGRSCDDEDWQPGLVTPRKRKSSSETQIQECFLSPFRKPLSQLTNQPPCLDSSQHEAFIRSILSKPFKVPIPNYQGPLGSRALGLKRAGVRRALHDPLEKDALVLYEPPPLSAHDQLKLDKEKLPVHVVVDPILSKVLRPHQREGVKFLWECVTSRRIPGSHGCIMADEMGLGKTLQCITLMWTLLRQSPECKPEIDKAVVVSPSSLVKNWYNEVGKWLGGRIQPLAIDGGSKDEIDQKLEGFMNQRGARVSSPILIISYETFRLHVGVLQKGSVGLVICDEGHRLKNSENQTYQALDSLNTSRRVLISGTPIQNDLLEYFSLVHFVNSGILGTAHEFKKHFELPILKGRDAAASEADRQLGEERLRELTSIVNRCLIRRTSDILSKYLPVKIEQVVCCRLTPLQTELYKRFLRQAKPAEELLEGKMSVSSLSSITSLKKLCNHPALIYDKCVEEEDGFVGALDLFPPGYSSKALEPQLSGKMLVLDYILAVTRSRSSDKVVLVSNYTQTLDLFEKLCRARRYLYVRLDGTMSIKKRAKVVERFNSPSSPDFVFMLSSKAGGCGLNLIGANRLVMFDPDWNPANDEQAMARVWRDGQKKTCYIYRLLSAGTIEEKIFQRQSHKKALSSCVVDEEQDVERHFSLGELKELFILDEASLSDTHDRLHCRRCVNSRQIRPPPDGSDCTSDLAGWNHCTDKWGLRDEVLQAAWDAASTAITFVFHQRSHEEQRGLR
# GSIS activator = GLuc luminescence reporter in INS-1E cells, primary screen for activators of glucose-dependent secretion of insulin; activation, % at 16.6 µM; actives 0.61% (n = 370,000); INS-1E GLuc reporter insulin secretion, 2-3 h; AID 743287, 2014;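 active means lowest replicate activation of at least 40%, so every replicate reaches that level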;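 further: 0% = median of neutral control wells and 100% = median of IBMX positive control wells; some compounds called inactive have numbers as strong as hits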
# XiGFP reactiv = activators of inactive X chromosome reactivation, primary screen, imaging, XiGFP fibroblasts, GFP high-content imaging, set 2; XiGFP mouse fibroblasts, % GFP-positive cells imaging, 3 d; cells co-treated with 5-aza-dC sensitizer; scaled so ellipticine positive control = 100%; activation, % at 7.58 µM; actives 0.055% (n = 360,000); AID 743238, 2013;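 active means mean normalized replicate activation at least 10% and every replicate at or above 10%; inconclusive means only one of the two criteria met; inactive means mean below 10% and not all replicates reach 10%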;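 further: 0% = median of on-plate neutral control wells and 100% = ellipticine 6 µM median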
#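 System: SV40-immortalized XiGFP fibroblast cells, line 68-5-11 / Incubation: 3-day compound exposure, then 15 min fixation at room temperature / Compound: single concentration per compound, delivered by pin transfer / Buffer or medium: DMEM plus 5-aza-dC sensitizer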
# Active calls of the source: *; i = inactive; ? = inconclusive; . = not tested or not shown.
# Second line of a record – E-sel inducer	Casp6 inh	F508del corr	RAD52 inh	DENV2 CPE	RAD54 inh	GSIS activator	XiGFP reactiv
> CCOc1ccc(C(=O)CCC(=O)N2CCN(c3ccc(O)cc3)CC2)cc1
 : .	-1.2	5.1	-4.5	17.0	7.5	-33.4	0.0
> N=C(N)SCCc1cnc[nH]1
 : 0.0	-2.4	0.3	-5.1	9.1	3.4	-10.2	-0.3
> CCN(CC)c1nc(-c2ccccc2)nc2ccccc12
 : .	7.3	-2.6	20.4	3.4	23.6	29.9	0.0
> C/C(=N\NS(=O)(=O)c1ccc([N+](=O)[O-])cc1)c1cccs1
 : .	-3.3	-4.6	-15.6	1.5	.	-2.6	0.2
> NC(=O)COc1cccc(/C=N/NC(=O)c2ccc(-n3cccc3)cc2)c1
 : 2.4	0.6	1.8	-11.4	-0.2	-6.6	5.7	0.1
> CC(C)NC(=O)Nc1ccc2c(c1)CC(=O)N([C@@H](C)CO)C[C@@H](C)[C@@H](CN(C)S(=O)(=O)c1ccc(F)cc1)O2
 : 1.5	1.2	-3.0	-4.5	16.9	-7.0	0.8	0.0
> CCc1noc(C)c1C(=O)Nc1cccc(S(=O)(=O)N2CCCCCC2)c1
 : 0.9	2.1	-0.8	-6.1	?	1.0	-33.2	0.0
> COc1cc(CN2CC3(CN(C(=O)NC(C)C)C3)c3c(n(C)c4cc(OC)ccc34)[C@H]2CO)cc(OC)c1
 : -0.4	.	2.6	-24.9	5.5	.	-4.9	0.7
> CC1CN(CC(O)COCc2ccc3c(c2)OCO3)CC(C)O1 (configuration not stated)
 : 0.7	-0.8	1.8	-12.9	-4.4	-4.9	-8.3	0.3
> CCC(C)NC(=O)c1cc(Cl)c(NC(=O)C2=C(C)OCCS2)cc1OC (configuration not stated)
 : 0.7	1.1	0.9	-16.7	?	2.7	10.3	0.0
> Cc1ccc(S(=O)(=O)N(C)C[C@H]2OCCCC[C@@H](C)Oc3ccc(NC(=O)CCC(F)(F)F)cc3C(=O)N([C@H](C)CO)C[C@@H]2C)cc1
 : .	.	-1.8	6.5	4.7	4.1	-2.4	0.2
> CCN(CC1CCCN(CCc2cccc(OC)c2)C1)C(=O)c1ccc(COC)o1 (configuration not stated)
 : -0.3	-3.3	0.2	-56.1	-3.8	1.0	-1.9	0.1
> Cc1ccccc1CNC(=O)CCC(=O)N1CCOc2ccccc21
 : 3.6	-0.4	-4.6	-12.1	3.1	7.7	7.5	0.1
> COc1ccc(CN(C)C[C@@H]2Oc3ccc(NS(=O)(=O)c4ccc(F)cc4)cc3CC(=O)N([C@H](C)CO)C[C@@H]2C)cc1
 : -16.6	-0.5	-0.2	17.1	23.5*	-0.9	-13.2	0.0
> O=C(NCCCN1CCOCC1)c1ccc([N+](=O)[O-])cc1[N+](=O)[O-]
 : .	-0.1	-2.7	-16.9	-2.2	.	-1.8	0.1
> O=C(COC(=O)c1ccc(O)cc1O)NCCN1C(=O)CSC1=O
 : .	-0.3	2.6	-9.4	-2.6	-16.4	-9.5	-0.2
> COc1ccc(CN2CC(C(=O)NCCCN3CCCC(C)C3)CC2=O)cc1 (configuration not stated)
 : 0.7	-8.7	3.6	-10.0	7.7	-0.1	7.7	0.0
> COc1ccc(C(=O)N/C(=C\c2cn(C)c3ccccc23)C(=O)NCCCN2CCOCC2)cc1
 : .	-6.5	2.2	-12.0	4.4	-6.7	6.9	0.1
> Cc1c(-c2ccccc2)oc2c(C(=O)OCC(=O)Nc3ccc(F)cc3)cccc2c1=O
 : .	-2.9	0.7	4.2	.	3.2	2.6	0.0
> COc1ccc(OCC2NCCc3cc(OC)c(OC)cc32)cc1 (configuration not stated)
 : .	-4.0	-1.3	-38.5	-2.1	-2.8	21.2	0.0

# Four entries already listed, arranged by the value under F508del corr, low to high.
SMILES	Casp6 inh	F508del corr	RAD52 inh	DENV2 CPE	GSIS activator
C/C(=N\NS(=O)(=O)c1ccc([N+](=O)[O-])cc1)c1cccs1	-3.3	-4.6	-15.6	1.5	-2.6
COc1ccc(CN(C)C[C@@H]2Oc3ccc(NS(=O)(=O)c4ccc(F)cc4)cc3CC(=O)N([C@H](C)CO)C[C@@H]2C)cc1	-0.5	-0.2	17.1	23.5*	-13.2
COc1cc(CN2CC3(CN(C(=O)NC(C)C)C3)c3c(n(C)c4cc(OC)ccc34)[C@H]2CO)cc(OC)c1	.	2.6	-24.9	5.5	-4.9
COc1ccc(CN2CC(C(=O)NCCCN3CCCC(C)C3)CC2=O)cc1 (configuration not stated)	-8.7	3.6	-10.0	7.7	7.7

# Structural class: those above with a nitro group on carbon
# Second line of a record – E-sel inducer	Casp6 inh	F508del corr	RAD52 inh	DENV2 CPE	RAD54 inh	GSIS activator	XiGFP reactiv
> C/C(=N\NS(=O)(=O)c1ccc([N+](=O)[O-])cc1)c1cccs1
 : .	-3.3	-4.6	-15.6	1.5	.	-2.6	0.2
> O=C(NCCCN1CCOCC1)c1ccc([N+](=O)[O-])cc1[N+](=O)[O-]
 : .	-0.1	-2.7	-16.9	-2.2	.	-1.8	0.1

# At a glance, some entries already given:
# Second line of a record – E-sel inducer	Casp6 inh	F508del corr	RAD52 inh	DENV2 CPE	RAD54 inh	GSIS activator	XiGFP reactiv
> CCN(CC)c1nc(-c2ccccc2)nc2ccccc12
 : .	7.3	-2.6	20.4	3.4	23.6	29.9	0.0
> C/C(=N\NS(=O)(=O)c1ccc([N+](=O)[O-])cc1)c1cccs1
 : .	-3.3	-4.6	-15.6	1.5	.	-2.6	0.2

# Next entries follow:
# Second line of a record – E-sel inducer	Casp6 inh	F508del corr	RAD52 inh	DENV2 CPE	RAD54 inh	GSIS activator	XiGFP reactiv
> O=C(C1=NN[C@@H]2C(=O)N(Cc3ccccc3)C(=O)[C@H]12)c1ccc(F)cc1
 : .	-1.2	0.1	-39.1	2.1	-6.9	-17.8	0.0
> COc1ccc(S(=O)(=O)N2C[C@@H](O)COC[C@@H]3O[C@@H](CC(=O)N[C@@H]4CCN(Cc5ccccc5)C4)CC[C@H]32)cc1
 : 0.0	-12.1	2.0	-3.6	0.9	-0.5	5.2	0.2
> COc1ccc(C2(O)CCN(Cc3nnnn3Cc3ccc(C)cc3)CC2)cc1
 : .	-2.0	-1.5	0.9	10.9	-0.2	7.1	.
> CCC(=O)Nc1ccc2c(c1)C(=O)N(C)C[C@@H](OC)[C@H](C)CN(Cc1cccnc1)[C@@H](C)CO2
 : 0.1	-6.2	-0.5	-7.3	-0.8	7.5	-1.4	-0.5
> OCCC1CN(Cc2ccc(Oc3ncccn3)cc2)CCN1CCc1ccccc1 (configuration not stated)
 : 0.0	0.5	0.2	-5.6	-4.9	.	-5.9	0.0
> COc1ccc(C(=O)NC(=S)Nc2ccc(Cc3ccncc3)cc2)cc1
 : .	-4.2	.	-6.3	0.5	.	14.4	0.0
> COc1ccc(NC(=O)N(C)C[C@H]2OCCCC[C@H](C)Oc3ccc(NS(=O)(=O)c4c(C)noc4C)cc3C(=O)N([C@@H](C)CO)C[C@@H]2C)cc1
 : 0.3	.	-0.4	.	4.5	7.1	-3.7	0.2
> O=C1c2nccnc2C(=O)N1Cc1ccccc1
 : -0.1	-0.4	3.3	5.8	16.7	.	22.4	0.0
> C[C@@H]1CN([C@@H](C)CO)C(=O)Cc2cc(NC(=O)Cc3ccccc3)ccc2O[C@H]1CN(C)Cc1ccccc1
 : 1.4	-2.3	-1.5	10.1	10.9	-5.3	1.6	0.1
> Cc1ccc(OCc2nnc(NC(=O)OCC(C)C)s2)cc1
 : .	0.1	.	-15.8	.	-11.2	-8.0	.
> COc1ccc(C(=O)NC(=S)N2CCCC2)cc1
 : 0.1	-6.1	0.7	-10.8	-1.1	-11.3	12.7	0.1
> CO[C@H]1CN(C)C(=O)c2cc(NC(=O)Nc3cccc(Cl)c3)ccc2OC[C@H](C)N(C)C[C@H]1C
 : 0.1	0.9	1.3	20.9	-1.1	8.8	-23.7	0.5
> C[C@@H]1CN([C@H](C)CO)C(=O)c2cc(NC(=O)CCCCCC(=O)Nc3ccccc3N)ccc2O[C@H]1CN(C)S(C)(=O)=O
 : -11.5	1.7	-2.8	-1.4	10.3	-1.6	10.2	0.1
> C/C(=N\Nc1nc(-c2cc(C)ccc2C)cs1)c1cc2c(ccc3ccccc32)oc1=O
 : 0.2	-1.0	.	-24.8	-2.7	.	.	0.1
> COc1ccc(-c2[nH]ncc2CN2CCC(O)(c3ccc(Cl)cc3)CC2)cc1
 : 0.0	0.0	4.1	-7.6	-2.7	1.2	10.3	-0.1
> COc1cc(OC)c2c(C)cc(=O)oc2c1C(CCN1CCN(c2ccccc2)CC1)c1ccc2c(c1)OCO2 (configuration not stated)
 : -0.2	17.3	0.2	-4.4	.	-3.6	-18.5	0.0
> C[C@H]1CN([C@@H](C)CO)C(=O)c2cccc(NC(=O)C3CCOCC3)c2O[C@@H]1CN(C)S(=O)(=O)c1ccccc1
 : 6.9	0.9	0.7	4.6	-2.4	9.0	-1.8	0.0
> C[C@@H]1CN([C@@H](C)CO)C(=O)c2c(c3ccccc3n2C)-c2ccccc2CO[C@H]1CN(C)S(=O)(=O)c1cccc(C#N)c1
 : -0.3	-0.1	1.7	4.1	1.4	-2.6	-26.8	-0.2
> CCC(C)[C@H](NC(=O)NCCCn1ccnc1)C(=O)OC (some centres not stated)
 : 0.0	-3.5	.	-5.0	-0.4	1.3	3.8	0.1
> O=C(C[C@@H]1C=C[C@H](NC(=O)CN2CCOCC2)[C@H](CO)O1)NCCc1ccccc1
 : -0.2	-0.9	3.8	-4.0	2.1	-3.0	7.5	-0.8
> O=C(COC(=O)c1nc(Cl)ccc1Cl)Nc1ccc(Cl)cn1
 : 0.5	1.6	-2.2	-27.4	2.6	1.0	11.4	0.1
> CC[n+]1c(/C=C2\Sc3ccccc3N2C)ccc2cccc(C)c21
 : -0.6	10.4	18.0*	i	10.7	i	-39.9	105.1*
> O=C(Nc1ccc(F)cc1)N1CC(=O)N2[C@H](CO)[C@@H](c3ccc(-c4cccc(F)c4)cc3)[C@@H]2C1
 : 0.2	1.0	2.0	15.1	-12.9	.	-17.3	0.0
> C[C@@H]1CN([C@@H](C)CO)C(=O)Cc2cc(NC(=O)Nc3ccc4c(c3)OCO4)ccc2O[C@@H]1CN(C)C(=O)Nc1cccc2ccccc12
 : 0.0	-2.2	-2.3	-11.6	1.5	-2.0	11.1	-0.7
> O=C1CCC(C(=O)N2CCCCO2)CN1Cc1cccc(F)c1 (configuration not stated)
 : 0.0	4.9	-1.9	-9.6	-1.8	8.9	15.2	0.0

# Screening results: PubChem, Broad Institute

# Random draw from the library. Share with any hit: about 3.7%.
